High-throughput results: PubChem, several laboratories
proKLK7 act = proKLK7 zymogen activators, primary screen, biochemical, fluorescence intensity. Kallikrein-7 (Homo sapiens), P49862. purified proKLK7, EDANS-DABCYL substrate fluorescence; 100% is mature enzyme control, 0% vehicle. activation, % at 7 µM. actives 0.9% (n = 370,000);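 active = activation above the mean of all tested compounds plus 3 SD, computed per campaign excluding outliers beyond control limits, cut at about 13% in these data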
NPR1 activator = GC-A stimulated cGMP production enhancers – HEK293 GC-A cells, cGMP TR-FRET, EC30 ANP, primary screen; 0% at EC30 ANP, 100% saturating ANP; activation, % at 10 µM; actives 0.14% (n = 370,000); in the data active = activation above about 40%
sPLA2-III inh = human group III sPLA2 inhibitors, primary screen, biochemical, QFRET, BODIPY PC-A2 liposome substrate; Group 3 secretory phospholipase A2 (Homo sapiens), Q9NZ20; QFRET BODIPY PC-A2 liposome hydrolysis, fluorescence; inhibition, % at 12.2 µM; actives 0.56% (n = 370,000); AID 743126, 2013;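 active = inhibition above mean plus 3 SD of compounds lying within the high and low control bounds, cut at about 19% in these data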;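 note: 0% = median of test compound wells and 100% = no enzyme DMSO wells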
NPR2 activator = human GC-B receptor activators, primary screen, HEK293 GC-B cells, cGMP TR-FRET, EC30 CNP; activation, % at 10 µM; 0% at EC30 CNP, 100% saturating CNP; actives 0.11% (n = 370,000); Atrial natriuretic peptide receptor 2 (Homo sapiens), P20594;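 active = activation at 10 µM reaching about 35% in either raw or pattern-adjusted values, limit read from the data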
ADAM10 inh = human ADAM10 inhibitors, primary screen, biochemical, QFRET, HTS | Disintegrin and metalloproteinase domain-containing protein 10 (Homo sapiens), O14672 | recombinant ADAM10, EDANS/DABCYL FRET peptide cleavage, 3 h | inhibition, % at 7 µM | actives 0.62% (n = 370,000) | AID 720582, 2013;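 active = inhibition above a per-campaign cutoff equal to the mean of compounds falling between control-based bounds plus 3 SD, cut at about 20% in these data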;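 note: 0% = DMSO wells while the 100% control is not disclosed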
ASAP1 GAP inh = inhibitors of human ASAP1 ArfGAP activity, primary screen, biochemical, fluorescence polarization | ASAP1-stimulated ARF1 GTP hydrolysis, GDP FP detection | inhibition, % at 16.5 µM | AID 624377, 2012 | Arf-GAP with SH3 domain, ANK repeat and PH domain-containing protein 1 (Homo sapiens), … | actives 0.19% (n = 360,000); in the data active = inhibition above about 25%;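 note: 0% = vehicle with enzyme and substrate and 100% = no enzyme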
Target sequence (Q9ULH1 325-724 limits assumed): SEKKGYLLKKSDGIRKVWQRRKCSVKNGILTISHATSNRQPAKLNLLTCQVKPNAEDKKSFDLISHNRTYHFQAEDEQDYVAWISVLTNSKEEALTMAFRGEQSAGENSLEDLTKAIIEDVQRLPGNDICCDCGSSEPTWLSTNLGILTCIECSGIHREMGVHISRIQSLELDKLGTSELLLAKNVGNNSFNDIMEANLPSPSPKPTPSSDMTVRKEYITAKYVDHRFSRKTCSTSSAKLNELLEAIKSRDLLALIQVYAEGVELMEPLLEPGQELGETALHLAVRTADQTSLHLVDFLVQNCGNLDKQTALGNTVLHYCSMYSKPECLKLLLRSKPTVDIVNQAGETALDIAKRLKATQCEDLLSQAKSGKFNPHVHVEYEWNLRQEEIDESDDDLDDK
rCAG RNA binder = binders of r(CAG) RNA repeats, primary screen, biochemical, fluorescence | r(CAG) RNA repeat, TO-PRO-1 dye displacement fluorescence | inhibition, % at 3 µM | actives 1.3% (n = 370,000) | AID 651821, 2012;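 active = inhibition above the plate cutoff, the mean of all test compounds on that plate plus 3 SD, cut at about 35% in these data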;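 note: 0% = DMSO alone and 100% = 100 µM mitoxantrone as full dye displacement; higher means more dye released from RNA so lower well fluorescence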
ARFGAP1 inhibitor = inhibitors of rat ARFGAP1 GAP activity, primary screen, biochemical, fluorescence polarization, GDP tracer. ADP-ribosylation factor GTPase-activating protein 1 (Rattus norvegicus), Q62848. Arfgap1-stimulated ARF1 GTP hydrolysis, GDP FP detection. inhibition, % at 16.5 µM. actives 0.26% (n = 360,000). AID 651572, 2012;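 active = inhibition above a per-plate limit, mean inhibition of low control wells plus 3 SD, cut at about 25% in these data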;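 note: 0% = DMSO wells with enzyme and 100% = wells lacking Arfgap1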
Target sequence (Q62848 1-136 limits assumed): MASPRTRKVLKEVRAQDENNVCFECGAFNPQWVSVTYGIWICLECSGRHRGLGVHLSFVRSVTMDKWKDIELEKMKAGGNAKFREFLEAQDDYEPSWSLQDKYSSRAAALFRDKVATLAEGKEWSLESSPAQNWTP
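Replicates: Single well per compound | Assay system: Truncated rat Arfgap1 GAP domain | Control set: No-Arfgap1 wells (100%) versus DMSO full-reaction wells (0%) | Times: Enzyme reaction 120 min at 25 °C after 20 min preincubation | Reagent: Human ARF1(Δ1-17)-GTP substrate | Measured by: Tracer-displacement fluorescence polarization with EDTA stop, 620/688 nm | Measure: Percent inhibition of Arfgap1-stimulated GTP hydrolysis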
Tn6 DDE FP = inhibitors of Tn6 peptide binding to fibrin DD(E), primary screen, biochemical, fluorescence polarization, human fibrin, Tn6 probe; Fibrin DD(E) TRITC-Tn6 fluorescence polarization displacement; actives 0.21% (n = 370,000); AID 720509, 2013; inhibition, % at 8.3 µM; Fibrinogen beta chain (Homo sapiens), P02675;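 active = inhibition above a per-campaign cutoff: mean of compounds within control limits plus 3 SD, cut at about 15% in these data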;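 note: 0% = median of all compound wells on the plate and 100% = blocking peptide control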
Target sequence (P02675 whole entry, looked up): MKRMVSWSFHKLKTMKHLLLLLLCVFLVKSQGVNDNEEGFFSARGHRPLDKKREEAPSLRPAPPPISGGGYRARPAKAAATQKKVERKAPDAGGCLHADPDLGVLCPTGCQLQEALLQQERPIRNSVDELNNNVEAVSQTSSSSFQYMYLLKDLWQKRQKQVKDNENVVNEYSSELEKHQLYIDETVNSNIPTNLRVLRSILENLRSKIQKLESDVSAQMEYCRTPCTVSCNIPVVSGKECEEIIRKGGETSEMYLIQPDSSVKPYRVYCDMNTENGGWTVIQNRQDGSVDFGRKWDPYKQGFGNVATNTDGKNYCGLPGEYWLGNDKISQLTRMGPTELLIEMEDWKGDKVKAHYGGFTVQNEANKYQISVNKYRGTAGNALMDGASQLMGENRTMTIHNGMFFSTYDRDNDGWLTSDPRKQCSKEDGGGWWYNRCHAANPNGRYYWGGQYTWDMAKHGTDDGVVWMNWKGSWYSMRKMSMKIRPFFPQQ
FXN GAA850 act = FXN promoter activators, primary screen, cell-based, luciferase luminescence, HEK293 lucGAA850; HEK293 lucGAA850 FXN promoter luciferase reporter, 24 h; percent of 10 µM SAHA response; activation, % at 6 µM; actives 0.56% (n = 360,000); AID 540364, 2011;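 active = activation above the average of all compounds screened plus 3 SD, cutoff fixed separately per campaign, cut at about 7.5% in these data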;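 note: 0% = DMSO wells and 100% = 10 µM SAHA wells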
The depositor's hits bear a star; i = inactive; / = not tested or not shown.

SMILES	proKLK7 act	NPR1 activator	sPLA2-III inh	NPR2 activator	ADAM10 inh	ASAP1 GAP inh	rCAG RNA binder	ARFGAP1 inhibitor	Tn6 DDE FP	FXN GAA850 act
O=C(CSc1ccccc1)Nc1ccc2c(c1)C(=O)NC2=O	-2.2	7	5	-2	-12	1	3	-2	-3	1.6
Cc1sc2nc(CN3CCC(C)CC3)nc(Cl)c2c1C	-0.8	1	5	-1	-7	-10	2	4	-3	/
O=C1NC2(CCCCCC2)C(=O)N1Cc1ccc(Br)cc1	-1.2	0	4	5	2	-15	-7	0	7	-0.2
CCOC(=O)N1CCN(C(=O)CSCc2nc(-c3ccccc3F)oc2C)CC1	-0.4	1	-3	3	-4	-6	-3	5	-5	3.3
OC[C@@H]1[C@@H](c2ccccc2)C(c2ccccc2)=NN1c1ccccc1	-45	4	-5	-7	i	-6	9	4	1	0.8
CCn1ccnc1CN1CCN(CC=C(C)C)C(CCO)C1 (configuration not stated)	0.3	1	6	1	4	9	-1	4	-6	-0.2
CCN1C(=O)[C@H]2[C@H]3CN=C(SCc4ccc(C(=O)OC)cc4)N3[C@@](Cc3ccccc3)(C(=O)OC)[C@H]2C1=O	0.8	3	-9	-2	2	2	3	9	-1	-1.3
Cc1ccccc1C(=O)NC(=S)NCCC1=CCCCC1	0.2	7	-5	0	-9	-20	-8	-2	1	1.6
CC(=O)Nc1ccc(NC(=O)c2ccc(NS(=O)(=O)c3cc(C(C)(C)C)cc(C)c3C)cc2)cc1	8.3	-5	-8	-11	-4	5	-11	6	-7	-1.1
Oc1c(CN2CCOCC2)ccc2ccccc12	4.2	2	6	-5	11	-9	6	5	-3	-3.2
COc1ccc(-n2c(Cn3c(=O)sc4ccccc43)nnc2SCC(N)=O)cc1	0.1	-6	5	-5	-1	-1	1	15	-2	-0.3
O=C(c1ccc(OC2CCN(C(=O)c3cccnc3)CC2)cc1)N1CCCCCC1	-0.4	2	1	4	-9	6	-9	-4	1	-0.9
c1ccc(-c2csc(Nc3ccc4c(c3)OCO4)n2)cc1	0.5	8	7	-5	12	9	9	9	2	/
Cc1cc(OCC(O)CNC(C)(C)C)ccc1Cl (configuration not stated)	-0.2	-1	1	0	1	-11	0	2	5	1.1
Cc1ccc(C)c(-n2c(Cc3cc(=O)[nH]c(=O)[nH]3)nnc2SC(C)C)c1	0.5	-4	-31	-6	-14	3	1	-7	5	-2.6
Cc1ccc(NC(=O)O/N=C2\CCCCC2c2ccc([N+](=O)[O-])cc2[N+](=O)[O-])cc1 (configuration not stated)	0.3	-5	-2	-4	7	1	4	12	-3	1.4
CN(C(=O)CSc1nc(C2CC2)n(-c2ccccc2)n1)C1CCS(=O)(=O)C1 (configuration not stated)	0.3	1	8	3	-7	2	-5	-8	-2	0.3
Cc1ccccc1-n1cc(CNCc2c(C(=O)N(C)C)nc3ccc(Cl)cn23)cn1	0.0	-23	3	-20	4	1	-5	5	11	0.3
N#Cc1ccc(NN=Nc2ccccc2C#N)cc1	0.3	-34	-7	-14	-12	5	4	-5	-3	-0.1
Cc1cc(Br)ccc1NC(=O)CN(C)C(=O)c1ccc2ccccc2n1	-0.2	1	10	-1	-20	-4	3	6	-1	2.7
O=C(c1cccc(Br)c1)N1CCN(C(=O)N2CCOCC2)CC1	-0.2	4	3	2	-5	-6	-2	-7	-5	1.4
CCOC(=O)C1C(C(=O)OC)=C(c2ccc(OC)cc2)c2ccccc2N1S(=O)(=O)C(F)(F)F (configuration not stated)	0.1	7	-4	4	1	-16	0	3	6	-0.1
COc1cc(C2C(C#N)=C(N)Oc3n[nH]c(C)c32)ccc1OC(=O)c1ccccc1 (configuration not stated)	-0.5	-1	-32	1	5	8	9	0	-13	0.8
O=C(Nc1ccc(Cl)cc1)C1c2cccc[n+]2CC(=O)N1Cc1ccc2c(c1)OCO2 (configuration not stated)	-0.4	-2	-15	-1	0	-10	7	-10	-6	0.4
CCCC(=O)NC(=S)Nc1ccccc1F	0.2	-3	1	4	3	-14	1	4	0	0.7
CC1CCCC(C)N1C(=O)COC(=O)CN1C(=O)c2ccccc2C1=O (configuration not stated)	-0.1	0	6	-2	-10	-2	0	-5	10	-0.8
COc1cc(C2N3CC4(C)CN2CC(C)(C3)C4)ccc1O (configuration not stated)	-0.1	0	4	5	-3	-3	-2	-1	-2	-2.2
CC(=O)Nc1ccc(S(=O)(=O)NCC(=O)OCC(=O)NCc2ccco2)cc1	-0.7	0	-2	2	-4	-7	8	2	2	0.9
COC(=O)C1C(=O)OC(C)(C)C1C(C)C(=O)c1ccc(C)cc1C (configuration not stated)	0.1	2	9	2	7	-8	-1	11	0	-2.0
CN(C)CC1CCCCC1C1(O)c2ccccc2CSc2sccc21 (configuration not stated)	0.5	-36	8	-22	-3	-3	5	1	-7	-0.3
O=C1OCc2ccc(NC(=O)c3c(F)cccc3Cl)cc21	0.1	1	5	-2	3	4	-1	-5	0	1.1
O=C(NC1CCS(=O)(=O)C1)C1CCCCN1S(=O)(=O)c1ccc(Cl)cc1 (configuration not stated)	-0.6	0	-5	0	5	11	2	4	6	-0.7
COc1cc(OC)cc(OCC(O)Cn2ccnc2C)c1 (configuration not stated)	0.0	-1	-6	-5	-1	4	-3	3	1	1.4
Cc1cccc(C2CN(C)CCc3c2cc(O)c(O)c3Cl)c1 (configuration not stated)	2.4	-1	-28	2	-7	2	1	5	-3	-0.9
COC(=O)c1c(-c2ccc(C)cc2)csc1NC(=S)NC(=O)c1cc(OC)cc(OC)c1	0.5	2	0	4	9	14	5	12	-4	3.0
O=C(Nc1nc(-c2cc3ccccc3oc2=O)cs1)c1ccc(Br)o1	0.9	-1	5	1	-15	9	3	7	-2	-0.6
Cc1ccc(S(=O)(=O)NCCNS(=O)(=O)c2ccc(C)cc2)cc1	-1.0	-2	-13	1	-1	-6	1	-9	7	-2.0
COc1ccc(N2CCN(C(=O)c3ccc(Cl)c(S(=O)(=O)N4CCOCC4)c3)CC2)cc1	0.9	0	7	4	-17	2	8	6	-2	1.2
CCN(CC)c1ccc2cc(C(=O)NCc3ccc(F)cc3)c(=N)oc2c1	-0.3	6	-1	3	-28	3	-1	-7	0	-0.1
COc1ccc(/C=N/Nc2nccnc2Cl)cc1	0.7	4	5	0	4	5	-1	4	3	0.3
COc1ccc(/C(C)=N/NC(=O)c2ccc(N(C)C)cc2)cc1	0.0	6	-2	5	3	-18	1	2	-1	3.4
O=C(CNC(=O)c1ccccc1Cl)OC1CCOC1=O (configuration not stated)	-0.3	3	13	1	-15	6	2	10	0	2.1
CC(C)S(=O)(=O)N1CCCC(c2cc(C(=O)NCc3ccccc3)no2)C1 (configuration not stated)	0.1	6	0	-3	3	0	-1	2	6	-1.0
CC(=O)N1CCN(c2ccc(NCc3cccc4ccccc34)cc2)CC1	-0.8	6	0	-11	0	-14	3	-1	0	0.7
COc1ccc(CCNc2ccc(C(CC(N)=O)NC(=O)c3ccccc3)cc2[N+](=O)[O-])cc1 (configuration not stated)	-0.1	0	2	7	-7	2	5	-6	-7	0.5
O=C1c2ccccc2C(=O)N1c1ccccc1S(=O)C(F)(F)F (configuration not stated)	-1.3	6	8	-1	-16	-12	0	-11	-17	-1.4
COc1ccc(S(=O)(=O)N(C)c2ccc(C(=O)Nc3cccnc3)cc2)cc1	-0.7	-4	-11	-4	4	5	-3	7	-4	1.4
COc1cccc(OC)c1NC(=O)CN1CCN(C)CC1	-0.2	5	10	-2	2	-5	-3	-9	3	2.0
CCN(CC)S(=O)(=O)c1ccc2c(c1)nc(CCC(=O)OCC(=O)N1CCc3ccccc31)n2C	-0.4	-6	-6	2	7	9	1	7	-3	0.5
CCOC(=O)CC1(NC(=O)C2CCC(=O)N(Cc3ccccc3OC)C2)CCCCC1 (configuration not stated)	-0.7	1	-2	4	-1	4	-10	10	-4	-0.9
O=C(CCC(=O)OCCCC(F)(F)C(F)(F)F)Nc1ccc(Cl)cc1Cl	-0.3	-6	3	-5	3	1	-2	-2	-2	-1.4
CCOc1ccc(C(=O)N(CC)CC(=O)Nc2ccc3c(c2)OCCO3)cc1OCC	-0.5	-3	-7	0	-11	6	-4	-9	1	0.2
Cc1c(NC(=O)CSCc2ccco2)c(=O)n(-c2ccccc2)n1C	-0.4	2	8	6	-3	-9	0	9	3	-1.5
O=C(COc1cccc(Cl)c1)NCc1ccccc1	0.5	5	-3	4	-5	-14	-3	6	9	-0.6
COc1ccc(NC(=O)COC(=O)C2CCCN2C(=O)OC(C)(C)C)cc1Cl (configuration not stated)	0.4	-2	-3	4	-11	8	-1	-1	3	-0.2
Cc1cccc(N(C(=O)CCC(=O)Nc2cc(C)on2)C(C(=O)NC2CCCC2)c2ccccc2)c1 (configuration not stated)	0.4	-4	-2	-9	-5	-16	-6	-13	1	1.3
COc1ccc(C(CNC(=O)c2cccc(S(=O)(=O)Nc3ccccc3OC)c2)N2CCCCC2)cc1 (configuration not stated)	0.6	-2	-14	-1	-8	1	-6	2	0	-2.7
COc1ccc(-c2cc(=O)c3cc(O)ccc3o2)cc1	0.2	-16	-18	-25	-17	2	8	5	4	5.0
COc1ccc(/C(O)=C2/C(=O)C(=O)N(CCN3CCOCC3)C2c2ccccn2)cc1OC (configuration not stated)	0.5	4	-5	4	0	-4	6	-1	5	0.0
CCC(CC)C(=O)OCC(=O)Nc1cccc([N+](=O)[O-])c1	-0.3	3	-5	-8	-5	-1	-1	5	4	-0.1

Compound profiles, as listed above:
O=C(CCC(=O)OCCCC(F)(F)C(F)(F)F)Nc1ccc(Cl)cc1Cl across the screens: proKLK7 act: -0.3; NPR1 activator: -6; sPLA2-III inh: 3; NPR2 activator: -5; ADAM10 inh: 3; ASAP1 GAP inh: 1; rCAG RNA binder: -2; ARFGAP1 inhibitor: -2; Tn6 DDE FP: -2; FXN GAA850 act: -1.4
O=C(COc1cccc(Cl)c1)NCc1ccccc1 across the screens: proKLK7 act: 0.5; NPR1 activator: 5; sPLA2-III inh: -3; NPR2 activator: 4; ADAM10 inh: -5; ASAP1 GAP inh: -14; rCAG RNA binder: -3; ARFGAP1 inhibitor: 6; Tn6 DDE FP: 9; FXN GAA850 act: -0.6
